Source: PubChem
ssDAF-12 act: activators of S. stercoralis DAF-12 nuclear receptor | HEK293 ssDAF-12/GRIP1 lit1-tk-luc reporter, luminescence; % of 3 µM dafachronic acid response | activation, % at 6.8 µM | hit rate 1% among 370,000 | AID 652126;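 active means activation above the mean over all tested compounds plus 3 SD, cut at about 0.9% in these data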;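 further: 0% = DMSO-only wells and 100% = 3 µM delta7-dafachronic acid wells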
ADAM17 inh: ADAM17 inhibition, QFRET primary screen; recombinant ADAM17, EDANS/DABCYL FRET peptide cleavage; hit rate 0.83% among 370,000; AID 720648; inhibition, % at 6.95 µM;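 active means inhibition above the mean of compounds lying between control limits plus 3 SD, set per campaign, cut at about 8.5% in these data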;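 further: 0% = DMSO-only wells as the low control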
DAX1 inh-1: blocks DAX1 repression of SF-1 activated StAR promoter. HEK293T StAR-luciferase reporter, SF-1/DAX-1 repression relief. inhibition, % at 6.8 µM. hit rate 1.1% among 370,000. AID 652010;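 active means inhibition above the mean over all tested compounds plus 3 SD, cut at about 3.6% in these data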;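 further: 0% = DAX-1 cells with DMSO and 100% = cells lacking DAX-1 with DMSO; higher inhibition means more luminescence from relief of DAX-1 repression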
hgDAF-12 ag: agonists of H. glycines DAF-12 nuclear receptor. HEK293 GAL4-hgDAF12 UAS-luciferase reporter, agonist luminescence; normalized to butyrate control. activation, % at 6.8 µM. hit rate 1.8% among 370,000;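 active means activation above a cutoff set at the mean of all screened compounds plus 3 SD, cut at about 10% in these data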;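 further: 0% = DMSO wells and 100% = sodium butyrate wells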
PLCg1 inh: inhibitors of human phospholipase C gamma1; P19174; purified PLC-gamma1, fluorogenic substrate, fluorescence; inhibition, % at 12.2 µM; hit rate 0.84% among 370,000; in the data active means inhibition above about 9.5%
PLCb3 inh: blocks human PLC-beta3 enzyme activity; AID 720704; Q01970; inhibition, % at 12.2 µM; Purified PLC-beta3, fluorogenic substrate, fluorescence; hit rate 0.18% among 370,000; in the data active means inhibition above about 11%;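 further: 0% = median of compound wells on plate and 100% = full blocker control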
Target sequence (Q01970 whole entry, looked up): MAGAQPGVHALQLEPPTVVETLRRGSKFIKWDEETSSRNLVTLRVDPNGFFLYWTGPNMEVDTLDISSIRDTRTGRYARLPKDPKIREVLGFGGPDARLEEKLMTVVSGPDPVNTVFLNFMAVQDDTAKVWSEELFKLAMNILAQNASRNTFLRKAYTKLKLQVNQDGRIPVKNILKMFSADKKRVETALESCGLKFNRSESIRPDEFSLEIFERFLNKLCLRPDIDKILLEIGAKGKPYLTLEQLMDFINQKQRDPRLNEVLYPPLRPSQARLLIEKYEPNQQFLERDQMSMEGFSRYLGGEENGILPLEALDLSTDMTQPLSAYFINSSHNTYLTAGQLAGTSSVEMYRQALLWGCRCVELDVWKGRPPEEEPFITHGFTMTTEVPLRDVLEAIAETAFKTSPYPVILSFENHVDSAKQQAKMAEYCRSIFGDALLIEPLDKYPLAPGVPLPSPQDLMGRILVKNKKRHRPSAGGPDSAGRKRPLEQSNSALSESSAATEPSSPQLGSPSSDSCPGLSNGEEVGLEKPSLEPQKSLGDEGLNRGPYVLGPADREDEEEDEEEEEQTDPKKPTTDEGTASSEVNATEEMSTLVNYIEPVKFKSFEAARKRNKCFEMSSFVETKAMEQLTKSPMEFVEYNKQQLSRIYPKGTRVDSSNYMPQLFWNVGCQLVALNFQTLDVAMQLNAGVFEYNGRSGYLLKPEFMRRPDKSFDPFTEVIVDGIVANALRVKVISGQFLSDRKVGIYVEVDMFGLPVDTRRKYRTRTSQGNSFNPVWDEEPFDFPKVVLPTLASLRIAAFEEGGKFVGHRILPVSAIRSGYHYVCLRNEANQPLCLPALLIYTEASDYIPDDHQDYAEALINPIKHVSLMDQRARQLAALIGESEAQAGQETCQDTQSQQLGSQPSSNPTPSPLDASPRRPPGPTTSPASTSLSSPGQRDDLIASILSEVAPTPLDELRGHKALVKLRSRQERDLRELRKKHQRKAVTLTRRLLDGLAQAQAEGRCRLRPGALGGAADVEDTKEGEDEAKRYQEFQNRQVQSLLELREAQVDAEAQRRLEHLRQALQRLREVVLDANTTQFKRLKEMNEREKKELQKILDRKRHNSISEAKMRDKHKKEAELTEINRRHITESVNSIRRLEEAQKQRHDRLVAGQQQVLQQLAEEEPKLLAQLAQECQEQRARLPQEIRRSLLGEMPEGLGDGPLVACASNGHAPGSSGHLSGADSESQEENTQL
FXN GAA850 act: activators of GAA850 frataxin (FXN) promoter; activation, % at 6 µM; HEK293 lucGAA850 FXN promoter luciferase reporter, 24 h; percent of 10 µM SAHA response; AID 540364; hit rate 0.56% among 360,000;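 active means activation above the average of all compounds screened plus 3 SD, cutoff fixed separately per campaign, cut at about 7.5% in these data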;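 further: 0% = DMSO wells and 100% = 10 µM SAHA wells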
hcDAF-12 act: H. contortus DAF-12 activation, primary screen | HEK293 hcDAF-12 lit1-tk-luc reporter, luminescence; 0% DMSO, 100% Δ7-dafachronic acid | activation, % at 6.8 µM | hit rate 1.4% among 370,000 | AID 652067;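 active means activation above the mean of all tested compounds plus 3 SD, cut at about 5.5% in these data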;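 further: 100% = response to 3 µM Δ7-dafachronic acid high control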
ADAM10 inh: ADAM10 inhibition, QFRET primary screen | AID 720582 | inhibition, % at 7 µM | recombinant ADAM10, EDANS/DABCYL FRET peptide cleavage, 3 h | O14672 | hit rate 0.62% among 370,000;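 active means inhibition above a per-campaign cutoff equal to the mean of compounds falling between control-based bounds plus 3 SD, cut at about 20% in these data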;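 further: 0% = DMSO wells while the 100% control is not disclosed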
DAX1 inh-2: inhibitors of human orphan nuclear receptor DAX1 (NR0B1) | P51843 | HEK293 Gal4-DAX1 luciferase reporter, luminescence | AID 504766 | inhibition, % at 6.75 µM | hit rate 0.99% among 340,000;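 active means inhibition above the mean over all tested compounds plus 3 SD, cut at about 4.2% in these data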;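 further: 0% = DAX1-transfected cells with DMSO and 100% = empty-vector control cells with DMSO; inhibition shows as a rise in luminescence from relieved DAX1 repression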
sPLA2-III inh: Inhibits HGIII-sPLA2 liposome hydrolysis, primary screen; Q9NZ20; QFRET BODIPY PC-A2 liposome hydrolysis, fluorescence; inhibition, % at 12.2 µM; hit rate 0.56% among 370,000; AID 743126;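 active means inhibition above mean plus 3 SD of compounds lying within the high and low control bounds, cut at about 19% in these data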;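 further: 0% = median of test compound wells and 100% = no enzyme DMSO wells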
* hit, by the source's call; · = no result given.

SMILES | ssDAF-12 act | ADAM17 inh | DAX1 inh-1 | hgDAF-12 ag | PLCg1 inh | PLCb3 inh | FXN GAA850 act | hcDAF-12 act | ADAM10 inh | DAX1 inh-2 | sPLA2-III inh
COc1ccc(N2CCN(C(CNC(C)=O)c3ccc4c(c3)OCO4)CC2)cc1 (centres undefined) | -1.3 | -1 | -0.2 | -0.9 | 4 | -4 | 0.6 | -1.6 | 2 | 0.9 | 5
O=C(NCc1ccc(Cl)cc1Cl)C1CC(=O)N(Cc2ccccc2)C1 (centres undefined) | -0.7 | -2 | 0.8 | -1.8 | 7 | -2 | 1.8 | 0.1 | 12 | -0.8 | 1
COc1ccccc1OCCNC(=O)c1cc([N+](=O)[O-])cc([N+](=O)[O-])c1 | -1.6 | 4 | -0.8 | -2.7 | -1 | 2 | 0.4 | 0.0 | 3 | -1.1 | -1
Cc1nc2sc3c(c2c(=O)[nH]1)CCC3 | -1.3 | -3 | 1.2 | 0.4 | 2 | 1 | 2.0 | -0.2 | 1 | 1.4 | -2
Cc1cccc(N2C(=O)CC(N3CCN(c4ccccc4)CC3)C2=O)c1 (centres undefined) | -0.5 | -2 | -0.3 | -2.2 | 2 | 5 | -0.9 | 1.8 | 0 | -1.5 | 8
COC(=O)c1cc(C(=O)c2cc(Cl)ccc2O)coc1=N | -1.9 | -13 | -0.3 | -1.1 | -9 | -16 | -0.7 | -1.3 | -33 | -0.6 | -6
CC1(C)Cc2c(C#N)c(NCCc3ccccc3)nc(-c3ccco3)c2CO1 | -1.2 | -96 | -0.1 | -0.9 | -145 | -144 | -1.1 | -1.9 | -294 | -0.5 | -8
Cc1cc(C)c(C#N)c(SCc2ccc(C#N)cc2)n1 | -1.5 | 0 | -0.5 | 0.0 | -2 | 2 | -0.6 | -1.8 | -5 | 0.4 | -4
CC(C)c1ccc(NC(=O)C(c2ccc3c(c2)OCO3)N2CCN(C(=O)c3ccco3)CC2)cc1 (centres undefined) | -1.3 | 3 | -0.8 | 1.0 | 7 | 3 | 0.4 | -1.4 | 11 | 2.1 | -18
COc1ccc(N2Nc3n[nH]c(N)c3N2)cc1 | -0.3 | -1 | 1.9 | 4.4 | 5 | 8 | 3.5 | 3.0 | 8 | -1.2 | 5
O=c1cc(-c2ccncc2)oc2c1ccc1ccccc12 | -0.9 | -56 | -0.2 | 0.6 | -175 | -246 | 1.2 | -0.6 | -150 | 0.8 | 6
CCOC(=O)O[C@]1(C(=O)COC(=O)CC)CC[C@H]2[C@@H]3CCC4=CC(=O)C=C[C@]4(C)[C@H]3[C@@H](O)C[C@@]21C | -1.5 | -3 | 1.4 | -3.8 | 1 | -1 | 0.7 | -2.6 | -9 | -0.1 | -16
COc1ccc(CCN2C(=O)c3ccncc3C2=O)cc1OC | -0.9 | 1 | -0.5 | -0.7 | 3 | 1 | 1.6 | -0.7 | -12 | -0.8 | 8
CC(NC(=O)C1CCN(S(=O)(=O)c2ccccc2)CC1)c1ccccc1 (centres undefined) | -1.1 | -3 | -0.4 | -1.6 | -1 | -7 | 0.8 | -0.7 | -8 | 0.6 | 5
COc1ccc(Nc2ccc(C(=O)O)cc2[N+](=O)[O-])cc1 | -1.1 | -1 | 0.0 | 0.5 | 2 | 0 | 1.4 | -1.6 | -1 | 1.6 | 5
O=C(CNC(=O)c1ccc(Cl)c([N+](=O)[O-])c1)OC1CCCCC1=O (centres undefined) | -0.8 | 3 | 0.1 | -0.2 | 4 | -8 | 0.5 | -0.2 | -5 | 0.7 | 1
COc1ccc(C(=O)N(C)C2CCCN(Cc3ccccc3F)C2)cc1OC (centres undefined) | -0.9 | -4 | -0.2 | 1.2 | 2 | -5 | -0.2 | 0.5 | 1 | 0.1 | 1
CN1OC[C@@H]2CN(S(=O)(=O)c3ccccc3)[C@H](c3cccc(Br)c3)C[C@@H]21 | -0.6 | -6 | -1.8 | -1.8 | 1 | -1 | -1.8 | -1.5 | -12 | -0.6 | 9
O=C(O)CS(=O)(=O)c1ccc(C(F)(F)F)cn1 | -0.5 | -8 | -0.4 | 3.2 | 5 | -6 | 1.3 | 1.1 | -9 | -0.6 | 13
CN(C)N(C(=O)c1cc(-c2cccs2)nn1-c1ccccc1)C1CCS(=O)(=O)C1 (centres undefined) | -1.1 | 0 | -0.2 | 0.8 | -3 | -2 | 0.8 | -0.8 | -8 | 0.6 | 1
CC(C(=O)NCc1ccccc1)N(Cc1ccccc1Cl)C(=O)c1snc(C(N)=O)c1N (centres undefined) | -1.4 | -45 | -0.3 | -2.8 | -55 | -86 | 1.9 | -2.9 | -121 | -0.9 | -3
Cc1ccc(NC(=O)C2C3C=CC4(O3)C2C(=O)N(CCCN2CCCC2)C4C(=O)NC2CCCCC2)cc1Cl (centres undefined) | -0.8 | -2 | 0.0 | 0.8 | 1 | -2 | 2.5 | -0.5 | 1 | 0.3 | -2
CCc1cccc(C)c1NC(=S)N(CCCN1CCN(C)CC1)Cc1cccs1 | -1.2 | -2 | 0.4 | 2.5 | 1 | -3 | -0.9 | 0.4 | 3 | 0.5 | 0
COC(=O)C1CCN(C(=O)c2cc3c(=O)n4cccc(C)c4nc3n2Cc2ccccc2)CC1 | -1.2 | -23 | -0.2 | -1.2 | -119 | -179 | 0.6 | -1.2 | -70 | 1.9 | 3
CC[C@H](C)[C@@H]1NC(=O)c2cc([N+](=O)[O-])cc(I)c2NCC[C@@H](C(N)=O)NC(=O)[C@H](CCCN=C(N)N)NC1=O | -1.2 | -3 | -0.1 | 0.2 | 1 | 4 | · | -0.8 | 10 | · | 6

Random excerpt: 5 records from the list.
SMILES | ssDAF-12 act | ADAM17 inh | DAX1 inh-1 | hgDAF-12 ag | PLCg1 inh | PLCb3 inh | FXN GAA850 act | hcDAF-12 act | ADAM10 inh | DAX1 inh-2 | sPLA2-III inh
COc1ccc(N2CCN(C(CNC(C)=O)c3ccc4c(c3)OCO4)CC2)cc1 (centres undefined) | -1.3 | -1 | -0.2 | -0.9 | 4 | -4 | 0.6 | -1.6 | 2 | 0.9 | 5
CCc1cccc(C)c1NC(=S)N(CCCN1CCN(C)CC1)Cc1cccs1 | -1.2 | -2 | 0.4 | 2.5 | 1 | -3 | -0.9 | 0.4 | 3 | 0.5 | 0
COC(=O)C1CCN(C(=O)c2cc3c(=O)n4cccc(C)c4nc3n2Cc2ccccc2)CC1 | -1.2 | -23 | -0.2 | -1.2 | -119 | -179 | 0.6 | -1.2 | -70 | 1.9 | 3
CCOC(=O)O[C@]1(C(=O)COC(=O)CC)CC[C@H]2[C@@H]3CCC4=CC(=O)C=C[C@]4(C)[C@H]3[C@@H](O)C[C@@]21C | -1.5 | -3 | 1.4 | -3.8 | 1 | -1 | 0.7 | -2.6 | -9 | -0.1 | -16
COc1ccc(CCN2C(=O)c3ccncc3C2=O)cc1OC | -0.9 | 1 | -0.5 | -0.7 | 3 | 1 | 1.6 | -0.7 | -12 | -0.8 | 8

(further entries)
SMILES | ssDAF-12 act | ADAM17 inh | DAX1 inh-1 | hgDAF-12 ag | PLCg1 inh | PLCb3 inh | FXN GAA850 act | hcDAF-12 act | ADAM10 inh | DAX1 inh-2 | sPLA2-III inh
CCOc1ccc(NCc2cccn2-c2nnc(N3CCC(C(=O)NCCCN4CCCCC4)CC3)s2)cc1 | -1.2 | -4 | 0.9 | -0.7 | -2 | -6 | -0.2 | -0.4 | -4 | -0.3 | 9
COc1ccc(NC(=O)OC[C@@H]2CSCCS(=O)(=O)N2)cc1 | -1.1 | -5 | 0.2 | 0.9 | -1 | 0 | · | 2.6 | -13 | · | 13
CCCS(=O)(=O)N1CCN(C(=O)CCC2CCCC2)CC1 | -1.2 | -5 | -0.2 | -1.3 | 2 | 2 | -0.3 | -1.7 | 4 | -0.1 | 5
Cc1cnc(C(=O)OCc2cc(=O)n3c(C)cccc3n2)cn1 | -0.9 | 0 | -0.1 | 4.0 | -5 | -8 | 0.2 | -1.0 | 1 | 0.5 | -2
Cc1cc(C)c2c(=O)[nH]n(C(C)C)c2n1 | -1.2 | -2 | -0.3 | 1.6 | -18 | -25 | -0.2 | -1.4 | -6 | 0.4 | 7
Cn1c(Sc2ccc(Cl)cc2)c(C=O)c2ccccc21 | -0.8 | 3 | -0.5 | 0.7 | 5 | 0 | -11 | 1.6 | 9 | -1.2 | 2
CC(C)C[C@H](NC(C)(C)C(=O)NC1CCCCC1)C(=O)NCCc1c[nH]c2ccccc12 | -0.7 | -6 | · | 6.2 | 2 | -2 | · | -0.3 | -1 | · | -53
CCOC(=O)c1cnn(-c2ccccc2)c1-n1cccc1C(=O)C(=O)N(C)C | -1.4 | 1 | -0.4 | 2.0 | 2 | 1 | 1.3 | 0.1 | 2 | 1.3 | -1
CCOc1ccc2c(c1)C(=O)c1cc(OCC(=O)O)ccc1-2 | -0.8 | -4 | 0.3 | -1.9 | 4 | -3 | 0.0 | 0.0 | 7 | 0.5 | -5
NC(=O)N/N=C/c1ccc(-c2ccc(S(=O)(=O)Nc3ncccn3)cc2)o1 | -1.3 | -43 | 0.2 | 1.1 | -77 | -83 | 0.6 | -0.1 | -156 | -0.5 | 3
CN1CCN(c2nc(Nc3ccc(F)cc3)nc(Nc3ccc(F)cc3)n2)CC1 | -0.9 | -3 | -0.5 | -1.1 | 0 | -6 | 4.3 | -3.1 | 0 | -0.5 | -8
N#CC1=C(N)OC2=C(C(=O)CC(c3ccco3)C2)C1c1ccc(OCc2c(F)cccc2Cl)cc1 (centres undefined) | -1.6 | 5 | 0.1 | -0.9 | -1 | -7 | -1.3 | -0.5 | 12 | 1.1 | -9
Cn1c(SCC2CCCCC2)nnc1-c1ccco1 | 0.2 | -3 | 1.3 | 15* | 1 | 0 | · | 1.3 | -7 | · | 3
CCCCCCC12Cc3cc(OC)c(OC)cc3C(O1)c1c(cc(C)oc1=O)O2 (centres undefined) | -0.6 | -7 | 0.5 | -1.0 | -19 | -29 | · | -2.0 | -18 | · | -10
COc1ccc(OC)c(S(=O)(=O)N2CCC(C(=O)NCc3ccccc3)CC2)c1 | -1.3 | 1 | 0.6 | 1.6 | -1 | 4 | 0.5 | -0.9 | 3 | 2.1 | -6
C1CCN(c2nc3nonc3nc2N2CCCC2)C1 | -0.2 | -2 | 0.7 | 2.4 | 1 | 2 | 0.6 | -1.8 | -3 | 0.5 | 3
Cc1ccc(Cn2c(CN3CC(C)OC(C)C3)nc3c2c(=O)n(C)c(=O)n3C)cc1 (centres undefined) | -0.9 | 0 | -0.7 | 1.5 | -2 | 3 | 1.2 | 2.6 | -4 | -0.1 | -1
CC1CCCCC1NC(=O)CCS(=O)(=O)c1cccc2nonc12 (centres undefined) | -1.3 | -3 | -0.5 | 1.7 | 1 | 0 | 3.5 | 0.6 | 5 | 0.6 | 7
CC(C)(C)C1CCc2sc(C(=O)NNC(=O)CCl)cc2C1 (centres undefined) | -2.0 | -1 | -1.2 | 0.8 | -1 | -4 | -1.6 | 0.3 | 2 | 0.1 | -18
Cc1nn(C)c(C(=O)N/N=C/c2ccc(-c3ccccc3)cc2)c1Cl | -1.1 | -1 | -2.6 | 1.3 | 0 | -4 | -2.1 | -1.6 | -5 | 0.2 | -6

Random draw from the library. Share with any hit: about 6.9%.
